Screening data as filed in PubChem.
RECQ1 inh = inhibitors of human RECQ1 DNA helicase; P46063; RECQ1 DNA unwinding, red fluorescence kinetic read; Potency, µM (doses to about 57.3 µM), inactives show at the top dose activity, negative = inhibition, hits mostly inhibitors; actives 0.54% (n = 240,000);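 note: plate controls were vehicle for no effect and no enzyme for full effect; nearly all actives have a fitted effect of over 30% in size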
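RECQ1T1 50 nM; forked duplex (20 bp + 30-nt ss tails) 200 nM, ATP 2 mM final; pH 8.0, 2 mM MgCl2, 2.5 ug/ml poly(dI-dC); 15 min compound preincubation; discontinuous kinetic read over 2 h at RT.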
TR SRC2 fluor cs = Texas Red fluorescence interference in TRb-SRC2 counter-screen. AID 1479. actives 0.29% (n = 280,000). TRb/SRC2 Texas Red total fluorescence interference. Potency, µM (highest dose often 106 µM), inactives show top-dose fluorescence change, negative = quenching; active = well fitted curve in either direction with a large enough effect; inconclusive = small, poorly fitted or top-dose-only effect
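Human TRb ligand-binding domain at 0.6 uM with 20 nM Texas Red SRC2 peptide in Tris buffer containing 1 uM T3 and 5% DMSO, incubated with compound 5 h at ambient temperature. Total fluorescence (555/632 nm) calculated as parallel + 2 × perpendicular.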
KDM4E inh = blocks human JMJD2E demethylase activity | B2RXH2 | JMJD2E catalytic domain, FDH-coupled NADH fluorescence (FDH is formaldehyde dehydrogenase) | Potency, µM (top dose mostly 57.1 µM), for inactives: at the top dose activity change, negative = inhibition, usual class: inhibitors | actives 1.6% (n = 230,000); active = well fitted inhibition curve with a large enough effect, not every such curve was filed as active; inconclusive = small, poorly fitted or top-dose-only effect, or another doubt; inactive = no such curve, though single readings can be large or run the other way;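 note: 0% = wells with enzyme and -100% = buffer wells without enzyme; nearly all actives have a fitted effect of over 50% in size; many of its hits are not listed in these tables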
Target sequence (B2RXH2 1-337 limits assumed): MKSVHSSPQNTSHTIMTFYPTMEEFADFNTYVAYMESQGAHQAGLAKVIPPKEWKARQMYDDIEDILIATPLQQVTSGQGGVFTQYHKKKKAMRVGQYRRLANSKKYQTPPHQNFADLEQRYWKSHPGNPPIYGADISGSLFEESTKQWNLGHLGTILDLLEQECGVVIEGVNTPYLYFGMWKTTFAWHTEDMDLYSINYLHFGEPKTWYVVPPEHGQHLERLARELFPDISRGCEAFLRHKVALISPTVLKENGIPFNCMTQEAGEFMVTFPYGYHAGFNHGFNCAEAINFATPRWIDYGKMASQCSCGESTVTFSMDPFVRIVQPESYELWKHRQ
L3MBTL1 block = inhibitors of human L3MBTL1 | Q9Y468 | AlphaScreen L3MBTL1–H3K9me1 peptide binding | Potency, µM (series often up to 57.1 µM), for the others: at the highest dose activity, negative = inhibition, usual class: inhibitors | actives 0.66% (n = 230,000) | AID 485360; note: nearly all actives have a fitted effect of over 60% in size
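Displacement of a biotinylated histone H3(1-15) peptide monomethylated at Lys9 (75 nM) from L3MBTL1 (50 nM) was measured by AlphaScreen after a 30 min room-temperature compound incubation; cefsulodin titration served as intraplate control.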
TRb SRC2 PPI = TRbeta-SRC2 interaction inhibition. Potency, µM (doses to about 106 µM), for inactives: at the top dose activity change, negative = inhibition, usual class: inhibitors. P10828. actives 0.065% (n = 280,000). AID 1469. TRbeta-SRC2 peptide binding, fluorescence polarization; receptor liganded with 1 µM T3;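 note: plate controls were bound peptide for no effect and peptide without receptor for full effect; nearly all actives have a fitted effect of over 50% in size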
Target sequence (P10828 whole entry, looked up): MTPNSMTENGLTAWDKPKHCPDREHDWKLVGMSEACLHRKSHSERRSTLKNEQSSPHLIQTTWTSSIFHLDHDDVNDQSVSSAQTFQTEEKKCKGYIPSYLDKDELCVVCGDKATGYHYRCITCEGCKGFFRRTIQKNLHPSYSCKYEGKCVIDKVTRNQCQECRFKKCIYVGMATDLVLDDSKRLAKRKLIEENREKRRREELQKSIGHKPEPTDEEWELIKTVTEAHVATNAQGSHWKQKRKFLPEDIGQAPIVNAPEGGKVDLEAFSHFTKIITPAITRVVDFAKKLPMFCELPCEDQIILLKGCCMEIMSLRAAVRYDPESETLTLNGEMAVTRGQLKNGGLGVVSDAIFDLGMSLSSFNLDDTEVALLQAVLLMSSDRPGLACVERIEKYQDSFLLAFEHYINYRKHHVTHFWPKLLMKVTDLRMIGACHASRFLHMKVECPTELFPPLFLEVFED
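Fluorescence polarization of 20 nM Texas Red SRC2 peptide with 0.6 uM human TRb ligand-binding domain, in Tris buffer with 1uM T3 and 5% DMSO. Incubated 5 hr ambient; normalized to unbound and bound controls.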
Tau fibril ThT = tau fibrillization inhibition (ThT binding); P10636; recombinant tau K18 P301L, heparin-induced fibrillization, ThT fluorescence; Potency, µM (top dose mostly 57.4 µM), inactives show top-dose activity, negative = inhibition, hits mostly inhibitors; actives 2.1% (n = 270,000); AID 1460; note: nearly all actives have a fitted effect of over 55% in size
Target sequence (P10636 561-689 P618L limits assumed): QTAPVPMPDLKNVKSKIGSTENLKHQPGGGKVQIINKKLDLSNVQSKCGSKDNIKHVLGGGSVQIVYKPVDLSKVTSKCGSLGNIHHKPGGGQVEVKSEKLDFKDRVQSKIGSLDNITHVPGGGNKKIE
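Fibril formation assay: tau K18 P301L at 15 uM with trace Alexa 594 label, heparin inducer 20 uM, pH 7 sodium acetate buffer, 37 C for 6 hr; endpoint ThT signal.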
Tau fibril FP = tau fibrillization inhibition (FP). P10636. K18 P301L tau heparin fibrillization, Alexa594 FP, 6 h. Potency, µM (titrated, usually from 57.7 µM), without a hit: at the top dose activity, negative = inhibition, usual class: inhibitors. actives 0.39% (n = 280,000); note: nearly all actives have a fitted effect of over 55% in size
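Compound effects on tau fibrillization are measured by Alexa 594 fluorescence polarization (ex 555, em 632 nm). K18 P301L tau is used at 15 uM with 0.24 uM labeled tracer, and 20 uM heparin induces aggregation over 6 hr at 37 C.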
RGS12 GoLoco inh = inhibitors of human Gai1-RGS12 GoLoco interaction (red fluorophore); P63096; Gai1:RGS12 GoLoco peptide FP, rhodamine, 10 min; Potency, µM (titrated, usually from 61.6 µM), for the others: at the highest dose activity, negative = inhibition, usual class: inhibitors; actives 0.44% (n = 230,000); AID 880; active = well fitted inhibition curve with a large enough effect, not every such curve was filed as active; inactive = no such curve, though single readings can be large or run the other way; note: nearly all actives have a fitted effect of over 30% in size; many of its hits are not listed in these tables
Starred values were filed as active, the others as inactive; i = inactive; u = inconclusive; x = not tested or not shown; & = joins results of further samples; [ ] = another dose, or the depositor's remark. Unless noted, calls come from the whole dose curve; as a rule, active = well fitted curve in the direction sought with a large enough effect; inconclusive = small, poorly fitted or top-dose-only effect, or another doubt; inactive = no such curve, though single readings can be large; an effect the other way counts as inactive or inconclusive. Unless noted, % is set by controls: 0 for no effect and ±100 for the full control effect; potency is the fitted concentration of half-maximal effect. This is a subset; rates above refer to the full screens.

SMILES | RECQ1 inh | TR SRC2 fluor cs | KDM4E inh | L3MBTL1 block | TRb SRC2 PPI | Tau fibril ThT | Tau fibril FP | RGS12 GoLoco inh
COc1ccc(S(=O)(=O)N2CCC(n3c(C(F)(F)F)nc4cccnc43)CC2)cc1OC | x | -3% | x | x | -1% | -16% | 5% | x
CC(C)(C)c1[nH]nc2c1C(c1ccco1)C(C#N)=C(N)O2 (centres undefined) | i | 1% | -6% | -9% | 5% | 8% | 7% | 5%
N#Cc1nc(-c2ccc(COc3ccccc3)o2)oc1N1CCCCC1 | x | -5% | x | x | 0% | u | 3% | x
COc1ccc(OC)c(NC(=O)CSc2nncc3ccc(OC)c(OC)c23)c1 | -2% | 0% | u | 3% | -9% | u | u | 3%
Cc1c2c(n3c(nc4ccccc43)c1C#N)N(c1ccccc1)CC2 | -3% | 4% | -3% | 6% | 11% | -11% | 5% | -4%
CCCCCOC(=O)c1ccc(NC(=O)c2ccco2)cc1 | -16% | -10% | -12% | 19% | -1% | -3% | u | -7%
COc1cccc(NC(=S)N(CCCN2CCCC2)Cc2cccn2Cc2ccc(Cl)cc2)c1 | 0% | -3% | 1% | x | 1% | u | 5% | 7%
Cc1cc(N2CCOCC2)nc(SCC(=O)OCc2ccccc2)n1 | i | -1% | -5% | -7% | 2% | -5% | -3% | 2%
C=C(c1cccc2ccccc12)P(=O)(O)O | -7% | 2% | 1% | u | -5% | 4% | 1% | -2%
O=S(=O)(c1cccc(F)c1)N1CCC(Oc2ccc(-n3cnnn3)cc2)CC1 | x | 1% | x | x | 0% | -6% | 0% | x
CC(=O)c1cccc(NC(=O)C2CCN(S(=O)(=O)c3ccc4c(c3)CCCN4C(C)=O)CC2)c1 | x | -1% | x | x | -1% | -2% | 0% | x
CCN=C1SC(CC(=O)Nc2ccccc2OCC)C(=O)N1CC (centres undefined) | i | 0% | 8% | -8% | -19% | -3% | -7% | 2%
c1ccc2nc3c(nc2c1)c1ccccc1n3CCN1CCOCC1 | -3% | -6% | 1% | 9%[11.4 µM] | 2% | -16% | -20% | 8%
CC(=O)Nc1cccc2c1[n+]([O-])c(C)c(C)[n+]2[O-] | -4% | 2% | 13% | x | -1% | -5% | 4% | -8%
N#Cc1ccc(C(=O)Nc2ccc(S(=O)(=O)NC3=NCCCCC3)cc2)cc1 | -1% | 0% | 6% | x | -1% | -4% | -9% | 4%
COc1ccc2oc(C(=O)Nc3nc4ccccc4[nH]3)c(C)c2c1 | i | -3% | u | x | -8% | 10% | -10% | 23%
Cc1ccc(C)c(C(=O)CSc2nc(-c3ccccc3)nc3c2CCCC3)c1 | x | 0% | x | x | 4% | -11% | -2% | x
O=S(=O)(c1ccc(Cl)cc1)c1nc(-c2ccco2)oc1N1CCOCC1 | -9% | -1% | -22% | x | 0% | x | 1% | -10%
COCCNC(=O)C(=O)NNC(=O)CCc1ccccc1 | -1% | -2% | 4% | 10% | 3% | -6% | -2% | 15%
O=C(CCCN1C(=O)C(c2ccccc2)Oc2cccnc21)Nc1ccccc1C(F)(F)F (centres undefined) | x | -1% | x | x | 14% | 15% | -7% | x
CCOC(=O)c1cc(C)n(-c2ccc(OC)c(OC)c2)c1C | -6% | -1% | -7% | -11% | -18% | u | -16% | x
COC(=O)c1ccc(-c2ccco2)n1Cc1ccccc1Cl | -5% | 1% | u | x | -4% | -12% | -7% | 9%
O=C(Nc1cccc(C(=O)O)c1)/C(=C\c1ccccc1)NC(=O)c1ccccc1 | i | -2% | 4% | x | 5% | -11% | -7% | -3%
CO[C@@H]1CC[C@@]2(C)[C@@H](CC[C@@]3(C)[C@H]2CC=C2[C@H]4CC(C)(C)[C@H](O)[C@@H](OC(C)=O)[C@]4(CO)[C@H](O)C[C@]23C)[C@@]1(C)CO (tested in a mixture with another compound) | -12%[25.9 µM] | -2%[53 µM] | -1%[25.5 µM] | x | -6%[53 µM] | x | x | 3%[21.6 µM]
Cc1ccc(C)c(NC(=O)c2oc(=O)c3ccccc3c2-c2ccccc2)c1 | 3% | 1%&0% | 3% | -2% | 12%&1% | -7%&-15% | -4%&-5% | 11%
N#Cc1nc(-c2ccc(OCc3ccccc3)cc2)oc1NCc1cccnc1 | -9% | -4% | u | -13% | -1% | u | 16% | 2%
COc1ccc(C(=O)Nc2cc(C(F)(F)F)ccc2Cl)cc1OC | -15% | 2% | 12% | 1% | 1% | u | -5% | 5%
Cc1cc2c(ncn2C)c(NS(=O)(=O)c2ccccc2Cl)c1C | 5% | 0% | -4% | 2% | -1% | -13% | -8% | -5%
CC(C)CC(=O)Nc1ccc2ccccc2c1 | -8% | 3%&-1% | -1%&18% | 0%&4% | -2%&-3% | -8%&3% | -1%&0% | -3%&4%
COc1ccc(C(=O)Nc2ccc(N3CCN(C(=O)c4ccccc4)CC3)cc2)cc1[N+](=O)[O-] | i | 4% | 5% | -19% | -5% | 16µM* | 10% | 17%
Cc1ccc(Cl)cc1N1CCN(C(=O)c2cc(S(=O)(=O)N3CCCCCC3)cn2C)CC1 | x | -7% | x | x | 3% | u | 2% | x
CC1=CC(C)(C)NC(=S)N1NC(=O)c1ccccc1Cl | 3% | 1% | 5% | 9% | 2% | 4% | 1% | 5%
COc1cc(C2CC(=O)Nc3cc4c(cc32)OCCO4)cc(OC)c1O (centres undefined) | x | -2% | x | x | 1% | -7% | 0% | x
Cc1c(C(=O)NCCSCc2cccc(C(F)(F)F)c2)cnn1-c1ccc(Cl)cc1 | i | -1% | -13% | -3% | -6% | u | -4% | 17%
CN=C(Nc1cc(Cl)ccc1Cl)SC1CC(=O)N(c2ccc(C(=O)OC)cc2)C1=O (centres undefined) | i | -10% | -3% | u | 3% | 7% | 28µM* | 8%
Cc1cc(C)n(C(C)n2nc(C)cc2C)n1 | -7% | 2% | 5% | 6% | 2% | -7% | 13% | 5%
CC1CCN(c2nc3ccccc3n2CC(=O)c2ccccc2)CC1 | -1% | -4% | -4% | -1% | 3% | 6% | 9% | -4%
CCCCn1c(NCc2cc(Cl)ccc2O)nc2ccccc21 | x | -3% | x | x | -4% | 2% | -12% | x
COc1ccc(-c2nc(CS(=O)CC(=O)NCCCN3CC(C)CC(C)C3)c(C)o2)cc1OC (centres undefined) | -8% | -3% | u | 1% | 3% | -15% | -4% | 11%
Cc1ccc(N2CN=C(c3ccccc3)NC2=S)cc1 | -8% | -7% | 10% | x | -6% | -2% | 2% | 7%
C=C(C)c1cccc(C(C)(C)NC(=O)NCc2ccc(OC)c(OC)c2)c1 | i | 1%[53 µM] | 7% | 10% | -12%[53 µM] | 4% | -1% | -16%
CC1CC(C)CN(C(=O)c2ccc3c(c2)N(Cc2ccccc2)CCS3)C1 (centres undefined) | -14% | -4% | u | x | 4% | u | 8% | 10%
COc1ccc(OC)c(N/C(C)=C/C(=O)c2ccc(C)o2)c1 | -3% | -1% | 3% | -2% | 3% | u | 4% | -11%
COC1(OC)N=C(N)C2(C#N)C(c3ccccc3)NC(C)=CC12C#N (centres undefined) | -2% | 0% | 1% | 2% | 2% | 7% | 7% | -16%
COc1ccc(-c2nc3ccccc3c(=O)n2CCOc2cccc(C)c2C)cc1 | -5% | 2% | -1% | 6% | -29% | -7% | -6% | -1%
Cc1ccc(OCC(=O)Nc2ccc(S(=O)(=O)Nc3cc(C)nc(C)n3)cc2)c(Br)c1 | x | 4% | x | x | 1% | -7% | -10% | x
COc1ccc(-n2c(SCC(=O)NC3CCCCC3)nc3c([nH]c4ccccc43)c2=O)cc1 | x | -4% | x | x | 3% | 6% | -5% | x
Cc1ccc(N2C(S)=C(C#N)C(=O)NC2c2ccco2)cc1 (centres undefined) | -8% | -3% | -16% | 18% | 0% | u | u | 5%
C=CCn1c(COc2ccccc2-c2ccccc2)nnc1SCC(=O)NC(=O)NCc1ccco1 | -12% | -2% | -3% | x | 11% | u | -6% | -8%
O=C(CC1(c2ccc(Cl)cc2)C2CC3CC(C2)CC1C3)NCCO (centres undefined) | i | -4% | 1% | 4% | -9% | -1% | 4% | 9%

More entries follow.
SMILES | RECQ1 inh | TR SRC2 fluor cs | KDM4E inh | L3MBTL1 block | TRb SRC2 PPI | Tau fibril ThT | Tau fibril FP | RGS12 GoLoco inh
Cc1ccc(C(=O)N/C(=C\c2ccc(-c3cccc([N+](=O)[O-])c3)o2)C(=O)NC(C)(C)C)cc1 | -2% | 4% | 1% | -2% | 5% | -6% | 7% | 8%
Cn1c(CN2CCN(c3cccc(Cl)c3)CC2)nc2ccccc21 | -11% | 1% | u | -19% | 4% | -18% | 3% | 11%
Cc1cc(C(=O)c2cccs2)c(N)s1 | i | 2% | -2% | -5% | -4% | u | -8% | 39%[activator]
CCOc1ccc(-n2nc3ccc(NC(=O)c4ccc(OC)c(Cl)c4)cc3n2)cc1 | x | -3% | x | x | 13% | -17% | -7% | x
C/C(=N\NC(=O)OC(C)(C)C)c1ccc(-n2ccnc2)cc1 | -12% | 0% | 2% | u | 6% | -8% | 7% | 5%
Cc1ccc(C(=O)C2=C(O)C(=O)N(c3ncccn3)C2c2cccc(Cl)c2)o1 (centres undefined) | -6% | -2% | -12% | 5% | 2% | 1% | 4% | 15%
CCOC(=O)C1CCN(C(=O)c2cn(CCOC)c(=O)c3c2c2ccccc2n3C)CC1 | -5% | 1% | u | -9% | 2% | -17% | 0% | -12%

Compound profiles, from the list above:
Entry for CCOC(=O)C1CCN(C(=O)c2cn(CCOC)c(=O)c3c2c2ccccc2n3C)CC1 → RECQ1 inh = -5%; TR SRC2 fluor cs = 1%; KDM4E inh = u; L3MBTL1 block = -9%; TRb SRC2 PPI = 2%; Tau fibril ThT = -17%; Tau fibril FP = 0%; RGS12 GoLoco inh = -12%
Entry for Cc1ccc(C(=O)N/C(=C\c2ccc(-c3cccc([N+](=O)[O-])c3)o2)C(=O)NC(C)(C)C)cc1 → RECQ1 inh = -2%; TR SRC2 fluor cs = 4%; KDM4E inh = 1%; L3MBTL1 block = -2%; TRb SRC2 PPI = 5%; Tau fibril ThT = -6%; Tau fibril FP = 7%; RGS12 GoLoco inh = 8%
